Screening results as filed in PubChem BioAssay.
PfHsp40 yeast: compounds rescuing yeast from Plasmodium falciparum HSP40 toxicity. S. cerevisiae expressing PfHsp40, growth rescue, ATP luminescence. AID 504582. growth rescue, % at 12.5 µM. hit rate 0.68% among 340,000; in the data active = growth rescue above about 28%, passing the limit was not always enough; inconclusive = no clear call, values can overlap the other calls;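 also: yeast W303a lacking pdr1 and pdr3 grown in galactose medium; growth measured after three days at 30 °C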
Yp Topo-I inh: blocks Yersinia pestis topoisomerase I activity; AID 504884; hit rate 0.064% among 360,000; activity, % at 10 µM; Y. pestis Topo-I cleavage product accumulation, plate reader; in the data active = activity above about 50%, passing the limit was not always enough; inconclusive = no clear call, values can overlap the other calls; also: inactives centre near 2
Anthrax LF prot: anthrax lethal factor protease inhibition; inhibition, % at 10 µM; P15917; hit rate 0.12% among 360,000; multiplex microsphere protease cleavage assay, LF; in the data active = inhibition above about 30%; inconclusive = no clear call, values can overlap the other calls; also: plate controls were buffer without enzyme for full effect and enzyme alone for no effect
Vc quorum ag: quorum light induction in luxS cqsA deficient V. cholerae. V. cholerae BH1578 lux reporter, luminescence, 6 h. activation, % at 18.7 µM. hit rate 0.16% among 350,000; in the data active = activation mostly above about 9.7%, no sharp cut-off; inconclusive = no clear call, values can overlap the other calls; inactive = mostly below about 3.7%; also: not every result past the cut was called active; inactives centre near 0; reference of the scale not given here
SARS 3CLpro inh: SARS-CoV 3CLpro protease inhibition; recombinant SARS-CoV 3CLpro, quenched FRET peptide cleavage; P0C6X7; hit rate 0.14% among 290,000; inhibition, % at 6 µM; in the data active = inhibition above about 12%
TcdB inh: blocks C. difficile toxin B glycohydrolase activity; hit rate 0.24% among 350,000; AID 652162; inhibition, % at 9.99 µM; TcdB glycohydrolase enzymatic assay, plate reader; in the data active = inhibition above about 10%
VHR inh abs: inhibitors of human VHR1 phosphatase (DUSP3). hit rate 0.52% among 290,000. inhibition, % at 13.3 µM. recombinant VHR phosphatase, pNPP absorbance. P51452. AID 1654; in the data active = inhibition above about 50%; also: some compounds called inactive have numbers as strong as hits
Target sequence (P51452 whole entry, looked up): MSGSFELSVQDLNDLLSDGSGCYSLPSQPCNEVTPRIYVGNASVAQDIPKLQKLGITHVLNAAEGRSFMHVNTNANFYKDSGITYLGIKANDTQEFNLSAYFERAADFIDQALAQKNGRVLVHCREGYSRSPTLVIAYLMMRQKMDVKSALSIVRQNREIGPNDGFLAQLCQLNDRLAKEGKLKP
Rv3671c protease: inhibitors of M. tuberculosis serine protease Rv3671c; AID 2606; inhibition, % at 5.96 µM; P9WHR9; hit rate 0.048% among 320,000; in the data active = inhibition above about 38%;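 also: extracellular domain of Rv3671c used as enzyme; 0% = enzyme with DMSO and 100% = no enzyme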
Target sequence (P9WHR9 whole entry, looked up, the tested form may be a part): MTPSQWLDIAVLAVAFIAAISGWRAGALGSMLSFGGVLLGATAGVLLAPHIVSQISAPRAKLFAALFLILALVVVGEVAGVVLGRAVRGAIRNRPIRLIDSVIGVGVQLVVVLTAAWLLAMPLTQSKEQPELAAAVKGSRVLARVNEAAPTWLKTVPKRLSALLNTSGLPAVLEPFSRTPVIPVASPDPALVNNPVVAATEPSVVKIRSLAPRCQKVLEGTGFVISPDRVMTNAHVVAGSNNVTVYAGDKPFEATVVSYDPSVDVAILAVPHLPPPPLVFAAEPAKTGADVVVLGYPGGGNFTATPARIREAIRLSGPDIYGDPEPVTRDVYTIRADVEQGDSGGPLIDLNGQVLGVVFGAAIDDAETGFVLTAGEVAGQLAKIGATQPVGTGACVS
MazEF act: activators of E. coli MazEF toxin-antitoxin RNase | hit rate 0.32% among 350,000 | P0AE70 | FAM/BHQ RNA-DNA oligo cleavage fluorescence, 5 h | activation, % at 20 µM; in the data active = activation above about 50%
Target sequence (P0AE70 whole entry, looked up): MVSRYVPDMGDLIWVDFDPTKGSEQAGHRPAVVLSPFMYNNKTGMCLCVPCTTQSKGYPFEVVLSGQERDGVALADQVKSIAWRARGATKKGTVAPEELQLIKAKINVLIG
SSB-PriA inh: inhibitors of Klebsiella pneumoniae PriA binding to SSB C-terminal tail; inhibition, % at 33 µM; AlphaScreen SSBct-PriA binding, biotinylated peptide; hit rate 0.6% among 430,000; AID 1272365; in the data active = inhibition mostly above about 37%, no sharp cut-off; inactive = mostly below about 20%;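 also: plate controls were negative control peptide for no effect and reference peptide for full effect; strong numbers were not always called active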
An asterisk follows results filed as active; i = inactive; u = inconclusive; x = no result given; & = joins results of further samples.

SMILES	PfHsp40 yeast	Yp Topo-I inh	Anthrax LF prot	Vc quorum ag	SARS 3CLpro inh	TcdB inh	VHR inh abs	Rv3671c protease	MazEF act	SSB-PriA inh
Cc1cc(C)n(-c2ccc(Cl)c(C(=O)OCC(N)=O)n2)n1	0.0	-7	3	-0.5	4	x	2	-1	-2	0
COc1cc(C(=O)N2CCOC23CCN(Cc2ccccc2)CC3)cc(OC)c1OC	x	12	-4	-5.0	x	0.7	x	x	1	x
O=C1c2ccccc2C(=O)N1CN(C(=O)COc1ccccc1)c1ccc(F)cc1	-0.3	7	1	i	-1	1.6	0	-4	-5	-11
CCCCOC1CC(c2ccc(OCc3ccc(OC)cc3)c(OC)c2)N(C)O1 (stereo unspecified)	2.5	15	4	-0.6	7	2.1	11	5	10	-15
CC(C)CCSc1ncnc2c1oc1nc3c(cc12)COC(C)(C)C3	1.3	-5	-2	-0.2	-3	1.4	27	-2	-4	-11
COc1cc2ccccc2cc1C(=O)Nc1ccc(N2CCOCC2)cc1	0.8	-5	-7	-0.7	0	0.4	-9	-4	-1	4
COC(=O)c1ccc(-c2noc(CN(Cc3ccccn3)CC3CCCO3)n2)cc1 (stereo unspecified)	1.4	25	0	-0.2	-9	-6.3	25	2	-1	-3
Cc1noc(C)c1COC(=O)c1cc(C)n(-c2ccccc2)c1C	1.5	2	-3	x	0	x	-2	4	-2	4
CN(C(=O)c1cccc(NC(=O)Cc2ccc(NC(=O)C3CCCN(C(=O)C4CC4)C3)cc2)c1)C1CC1 (stereo unspecified)	-1.0	9	-7	0.9	x	0.9	x	x	1	-2
O=c1c2ccccc2nc(SCC2CCCCO2)n1-c1ccccc1 (stereo unspecified)	0.5	5	1	-0.4	0	x	-5	-12	-5	-1
CCCCC(CCc1ccccn1)C(=O)c1ccccc1 (stereo unspecified)	-1.3	9	13	i	x	-0.2	x	x	11	-19
CCc1ccc(OCC(=O)NC(NC(=S)Nc2ccccc2)C(Cl)(Cl)Cl)cc1 (stereo unspecified)	-0.2	10	-2	-0.6	8	x	-2	-37	8	-5
O=C(CCc1ccccc1)NNC(=O)c1ccccc1Cl	4.2	1	-5	-0.9	2	0.5	-28	-6	3	2
Cc1ccc(OC(C)C)c(CN(CCO)CCO)c1	0.3	-5	-1	i	-3	x	14	1	-6	-8
CC(=O)O[C@]1(C(C)=O)CC[C@H]2[C@@H]3C=CC4=CC(=O)C=C[C@]4(C)[C@H]3CC[C@@]21C	-0.1	7	10	-7.7	0	2.4	-24	-3	-7	-14
Cc1cccc(NS(=O)(=O)c2ccc(NS(=O)(=O)c3cccs3)cc2)c1	-0.5	-6	12	-0.6	8	-0.8	2	-7	0	-3
CCC(=O)N1CCC1(C)C(=O)NS(=O)(=O)c1cccc(C#N)c1 (stereo unspecified)	x	-10	3	-5.0	x	2.1	x	x	x	x
O=C(C1CCCN(Cc2ccccc2)C1)N1CCc2ccccc2C1 (stereo unspecified)	0.0	-3	2	-0.3	4	x	-13	-2	2	-31
COc1ccc(/C=N/NC(=O)CC(=O)NCc2cccnc2)cc1	-1.2	3	-6	x	-2	0.5	14	-3	-1	x
CCCCc1ccc(NC(=O)Cn2c(=O)c(N3CCCCC3)c(N)n(C)c2=O)cc1	-1.2	4	3	-2.0	x	-0.1	x	3	-25	-2
COCCNc1nc(NCc2cccc(OC)c2OC)c2sccc2n1	x	10	-6	i	x	1.3	x	x	x	x
Cc1cccc(OCC(=O)NCCNC(=O)c2cccnc2)c1	-0.8	-2	-2	-2.8	-3	0.0	3	-2	12	0
CC1CCCC(NS(=O)(=O)c2ccc3c(c2)OCCO3)C1C (stereo unspecified)	7.7	22	-4	-8.3	-1	x	27	5	-2	-19
COCc1[nH]nc2c1C(c1cc(OC)c(O)c(OC)c1)C(C#N)=C(N)O2 (stereo unspecified)	1.0	-8	3	0.1	4	x	1	-2	195*	-7
CC[C@]12c3[nH]c4ccc(OC)cc4c3CCN1C(=O)C(CC(=O)NCc1ccco1)C[C@@H]2C(=O)N1CCN(C(=O)C2CC2)CC1 (stereo partly specified)	-1.8	8	-2	-0.4	x	1.9	x	x	6	-11
COc1ccc(NC(=O)CCNC(=O)Cn2ccc3ccccc3c2=O)cc1Cl	u	-4	1	-0.4	-8	-1.5	10	3	0	-5
C=CCC(=O)N1CCC(n2nccc2NC(=O)CCOc2ccccc2)CC1	-1.0	-8	-4	i	2	0.1	5	-7	1	-8
COc1cc(CC(=O)Nc2cc(S(C)(=O)=O)ccc2Cl)cc(OC)c1OC	0.4	9	0	-0.2	-1	2.5	3	-1	-3	-24
O=C(Cc1ccsc1)NNC(=O)c1ccccc1Cl	2.6	3	-16	i	x	0.4	x	-4	-5	4
Cc1cc(-c2ccccc2)n(-c2ccc(C(=O)N3CCN(c4ncccn4)CC3)cc2)n1	0.4	33	-8	-0.1	3	x	-9	-8	3	-4

Next section (2 carried over from the part before).
SMILES	PfHsp40 yeast	Yp Topo-I inh	Anthrax LF prot	Vc quorum ag	SARS 3CLpro inh	TcdB inh	VHR inh abs	Rv3671c protease	MazEF act	SSB-PriA inh
O=C(Cc1ccsc1)NNC(=O)c1ccccc1Cl	2.6	3	-16	i	x	0.4	x	-4	-5	4
Cc1cc(-c2ccccc2)n(-c2ccc(C(=O)N3CCN(c4ncccn4)CC3)cc2)n1	0.4	33	-8	-0.1	3	x	-9	-8	3	-4
COc1ccc(CCN(C)C(=O)CSc2nc3ncc(Cl)cc3[nH]2)cc1OC	u	-13	0	i	0	-0.3	-2	-2	1	3
COC(=O)c1c(NC(=O)CN2C(=O)C(=O)N(CC(C)C)C2=O)sc2c1CCCCC2	-0.6	32	-2	-0.5	-1	x	1	-9	-7	7
CN(Cc1ccccc1)CC(O)COc1ccc(CNCCCOc2cccnc2)cc1 (stereo unspecified)	0.1	14	-3	-0.2	-8	0.0	13	4	-2	3
COc1ccc(Br)cc1/C=N/Nc1cccc(C(=O)O)c1	-0.2	11	-3	-0.1	5	-2.0	8	0	-7	x
NS(=O)(=O)c1ccc(CNC(=O)CCCSc2ccccc2)cc1	0.0	14	8	-0.4	4	1.4	28	8	7	7
O=C(Cc1cccs1)N1CCN(S(=O)(=O)c2ccccc2)CC1	-0.2	-2	-4	-1.7	-5	x	9	4	-14	-7
O=[N+]([O-])C(/C=C(/Cl)[N+](=O)[O-])=C(N1CCCCC1)N1CCCCC1	-1.3	2	-6	-0.7	4	0.3	-4	5	-37	-2
COc1ccc(CC(=O)OCCN(C)C)cc1	0.7	4	-4	-0.7	4	x	16	6	8	-16
c1ccc(Cn2nnnc2CN2CCN(c3ncccn3)CC2)cc1	-0.4	0	-2	-1.7	-6	x	7	-4	-2	-15
Cc1ccc2c(n1)sc1c(-c3ccccc3)c(C#N)c(N)nc12	-0.2	-1	7	-0.6	-6	x	17	-4	52*	-11
CCN1CCN(C(=O)COc2cc(=O)n(CC)c3ccccc23)CC1	6.6	10	0	-0.3	3	x	3	-4	4	-9
CN(C)C(CNC(=O)c1cccc(C#N)c1)c1ccco1 (stereo unspecified)	-0.7	6	-4	-0.6	4	0.3	7	-7	-2	-4
Fc1ccc(F)c(NC2=NCCCCC2)c1	-1.0	-7	1	-0.3	7	-1.0	2	1	2	1
OCC(O)CN1CCCC1 (stereo unspecified)	x	0	-3	i	3	3.8	-4	-7	4	-3
COc1ccc(NC(=O)C2C3CCC(C3)C2C(=O)O)cc1OC (stereo unspecified)	-0.6	-1	-7	-0.4	-2	x	-4	4	1	-5
CCn1c(SCC(=O)Nc2oc(C)c3c(C)n[nH]c(=O)c23)nnc1-c1ccco1	x	10	-4	-3.1	x	-0.7	x	x	5	x
O=C(COC(=O)c1ccc(O)cc1O)NC1CCCCCC1	2.0	2	-10	i	x	1.2	x	-7	8	-5
Cc1ccc(-c2cc(C(=O)N/N=C/c3ccc(F)cc3)n[nH]2)o1	0.1	2	-3	-0.6	-4	0.2	20	-12	15	x
COc1ccc(NC(=O)c2ccccc2NC(=O)C2CCCO2)cc1 (stereo unspecified)	-0.5	4	-4	i	-5	x	17	10	9	6
COc1nc(N)nc2c1ncn2C1OC(CO)CC1O (stereo unspecified)	-0.5	7	1	0.8	x	0.7	x	x	-1	-15
CCCCOC(=O)Nc1cccc(C(C)=O)c1	-0.4	7	-3	i	-3	x	22	-3	1	-4
CCOc1ccc(N)c(SSc2cc(OCC)ccc2N)c1	-0.4	0	-12	i	0	0.1	1	-12	1	-5
N#C/C(=C/C1=C(N2CCOCC2)C(=C/c2ccc(Cl)cc2Cl)/CC1)C(=O)Nc1ccccc1F	-0.5	1	12	x	x	1.0	x	x	-161	1
Oc1c(Cl)cc(Cl)cc1C=Nc1cc(C(F)(F)F)ccc1N1CCc2ccccc2C1	-0.9	-10	10	i	3	1.2	29	1	7	-8
O=C(Cc1ccccc1)NNC(=S)Nc1ccc(Cl)cc1	5.7	4	-1	-0.4	2	-2.2	39	-14	-1	9
CSCC[C@H](NC(=O)[C@@H]1Cc2ccccc2CN1)C(=O)Nc1ccc2c(c1)OCCO2	0.0	-7	-2	-20	1	2.2	7	-3	5	2
COc1cc2c(C#CCCCO)c(-c3ccsc3)oc(=O)c2cc1OC	0.6	26	1	i	x	1.4	x	-8	1	-19
COCCCNC(=S)NNC(=O)c1ccc2c(c1)OCO2	-0.7	-4	1	x	2	0.2	5	-6	15	-11
Nc1c(C(=O)Nc2ccc(F)cc2)sc2nc(-c3ccco3)ccc12	-1.6	-26	10	3.2	-1	x	7	-3	0	-2
COc1ccc(OC)c(-n2c(SCC(=O)Nc3cc(C)on3)nnc2-c2c[nH]c3ccccc23)c1	-2.2	2	-9	0.0	-3	0.8	25	-7	0	4&8&9
C=CCN(CC=C)C(=S)NC(=O)c1ccc(C)c(Br)c1	296*	-1	-2	-4.5	3	x	-7	19	0	-26
O=C(Nc1ccc(Cl)cc1)C1CCCN(c2cnccn2)C1 (stereo unspecified)	-1.5	2	0	-0.2	-2	0.8	-16	-5	0	-15

Some of the compounds tested; rates above refer to the full screens.
